# Source: PubChem (National Center for Advancing Translational Sciences (NCATS))
# GLS inh: blocks human kidney-isoform glutaminase activity; O94925; GLS enzymatic activity, qHTS titration; Potency, µM (top dose mostly 45.5 µM), for inactives: at the highest dose activity change, negative = inhibition, actives largely listed as inhibitors; actives 0.21% (n = 410,000); further: potency means the concentration at half of the fitted maximal effect; on the % scale 0 is the no-effect control and ±100 the full control effect
#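 Compounds were pin-transferred onto hKGA, after which L-glutamine (1 mM solution) and a detection mix of glutamate oxidase, HRP and Amplex Red were added. Initial and 30 min RT fluorescence reads were collected.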
# BAZ2B block: blocks human BAZ2B. Q9UIF8. AlphaScreen BAZ2B-H3K14Ac peptide displacement. Potency, µM (series often up to 114 µM), for inactives: at the highest dose activity change, negative = inhibition, usual class: inhibitors. actives 4.4% (n = 360,000); further: potency means the concentration at half of the fitted maximal effect; on the % scale 0 is the no-effect control and ±100 the full control effect; nearly all actives have a fitted effect of over 60% in size
#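 In this displacement format the biotinylated H3(5-23) peptide acetylated at Lys14 serves as ligand at 50 nM, with BAZ2B at 50 nM in PBS pH 7.4 containing 0.01% Tween-20. Donor and acceptor beads are 10 ug/mL final.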
# G9a inh: blocks human histone lysine methyltransferase G9a. Q96KQ7. actives 8.8% (n = 350,000). G9a H3K9 monomethylation, AlphaScreen, 2 h. Potency, µM (doses to about 102 µM), inactives show at the highest dose activity, negative = inhibition, hits mostly inhibitors; further: potency means the concentration at half of the fitted maximal effect; on the % scale 0 is the no-effect control and ±100 the full control effect; nearly all actives have a fitted effect of over 75% in size
#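 Readings reflect AlphaScreen signal from monomethyl-H3K9 antibody detection. HMT at 20 nM; substrate b-H3K9 500 nM; cofactor SAM 20 uM; 2 h RT reaction; compounds tested as titrations in qHTS with 15 min preincubation.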
# PI4K2A block: blocks human PI4K2A kinase activity. Q9BTU6. purified PI4K2A, ADP-Glo luminescence, 1 h; active compounds read low. activity change, negative = inhibition, % at 76.9 µM. actives 0.13% (n = 420,000). AID 1346378; in the data active means activity change below about -50%; inconclusive means mostly about -30% to -49%;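 further: -100% = wells without enzyme as full effect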
#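 Compounds are screened against recombinant PI4K2A using PI as substrate and ATP, the latter dispensed at 300 microM. Reactions run one hour at ambient temperature before ADP-Glo detection; full inhibition defined by wells lacking enzyme.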
# Tb PGK inh: inhibitors of T. brucei phosphoglycerate kinase. P07378. PGK/GAPDH coupled, Kinase-Glo luminescence, 60 min. Potency, µM (doses to about 57.5 µM), without a hit: at the top dose activity change, negative = inhibition, usual class: inhibitors. actives 0.043% (n = 380,000). AID 602233; further: potency means the concentration at half of the fitted maximal effect; on the % scale 0 is the no-effect control and ±100 the full control effect; nearly all actives have a fitted effect of over 60% in size
#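 Recombinant glycosomal PGK reaction used 1,3-bisphosphoglycerate generated in-well by GAPDH (100nM final) in 100mM TEA pH 7.6, 5mM MgCl2, 0.01% Tween-20. After 60 minutes at room temperature, ATP was read by Kinase-Glo Plus luminescence end-point.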
# HP1b binding inh: HP1-beta chromodomain-methylated histone interaction inhibition. P83916. actives 0.56% (n = 390,000). AlphaScreen HP1-beta / biotin-H3K9me3 peptide binding. Potency, µM (highest dose often 114 µM), for inactives: top-dose activity change, negative = inhibition, hits mostly inhibitors; further: potency means the concentration at half of the fitted maximal effect; nearly all actives have a fitted effect of over 70% in size; inactives centre near 23
#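 AlphaScreen: HP1-beta (50 nM) preformed 30 min with biotin-H3(1-18)K9me3 peptide (50 nM) in PBS pH 7.4, 0.01% Tween-20. Compound added for 30 min at RT, then streptavidin donor/nickel chelate acceptor beads (10 ug/mL) for 30 min.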
# JMJD2A Tudor: inhibitors of human JMJD2A Tudor domain | AID 504339 | actives 4.4% (n = 390,000) | Potency, µM (doses to about 114 µM), inactives show at the highest dose activity change, negative = inhibition, hits mostly inhibitors | AlphaScreen JMJD2A-Tudor / H3K4me3 peptide binding | O75164; further: potency means the concentration at half of the fitted maximal effect; on the % scale 0 is the no-effect control and ±100 the full control effect; nearly all actives have a fitted effect of over 50% in size
# Pin1 inhibitor: blocks the human prolyl isomerase Pin1; Potency, µM (series often up to 115 µM), for the others: at the top dose activity, negative = inhibition, hits mostly inhibitors; Q13526; actives 0.009% (n = 390,000); Pin1 FP peptide displacement, HiFluor488, 10 min; AID 504891; active means well fitted inhibition curve with a large enough effect in the polarisation, with a control signal flat, not every such curve was filed as active; inconclusive means small, poorly fitted or top-dose-only effect, or effect the other way, or a change in a side signal; inactive means no such curve, though single readings can be large or run the other way; the % refers to the polarisation; further: potency means the concentration at half of the fitted maximal effect; on the % scale 0 is the no-effect control and ±100 the full control effect
# ERG Ets-DNA blk: ERG Ets/DNA interaction inhibition. fluorescence polarization, His-ERG Ets domain / labelled DNA. actives 0.028% (n = 370,000). AID 624246. Potency, µM (doses to about 76.9 µM), without a hit: at the top dose FP activity, negative = inhibition, most hits filed as inhibitors; active means well fitted inhibition curve with a large enough effect in the polarisation, with a control signal flat; inconclusive means small, poorly fitted or top-dose-only effect, or effect the other way, or a change in a side signal; inactive means no such curve, though single readings can be large or run the other way; the % refers to the polarisation;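 further: polarization taken with two DNA probes labelled with fluorescein and Texas red; potency means the concentration at half of the fitted maximal effect; % of control where 0% means no effect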
#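 His-tagged ERG Ets domain (1 uM in the protein solution; 300mM KCl, 50mM Tris-HCl, 1mM EDTA, 1mM DTT, pH 7.5) received compound, then a probe mix of 5 nM fluorescein-DNA and 100nM Texas-615-DNA. Fluorescence polarization was read for both dyes.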
# An asterisk follows results filed as active; i = inactive; ? = inconclusive; · = no result given; & = joins results of further samples; [ ] = another dose, or the depositor's remark. Unless noted, the call rests on the fitted dose curve; in most records, active means well fitted curve in the direction sought with a large enough effect; inconclusive means small, poorly fitted or top-dose-only effect, or another doubt; inactive means no such curve, though single readings can be large; an effect the other way counts as inactive or inconclusive.
no.	smiles	GLS inh	BAZ2B block	G9a inh	PI4K2A block	Tb PGK inh	HP1b binding inh	JMJD2A Tudor	Pin1 inhibitor	ERG Ets-DNA blk
1	Cc1cc(NS(=O)(=O)c2ccc(NC(=O)Cc3ccc([N+](=O)[O-])cc3)cc2)no1	13%	-22%	·	-3	4%	14%	3%	10%	-3%
2	Cc1c(C(=O)Nc2ccccc2Cl)oc2ccc(S(=O)(=O)N3CCCCC3)cc12	-25%	-14%	6%[59 µM]	-2	i	19%	-18%	0%	-3%
3	COC(=O)C1=C(C)NC(C)=C(C(=O)OC)C1C(=O)OCC(=O)N1CCCCC1C (centres undefined)	-9%	-7%	-26%	1	i	13%	-3%	2%	11%
4	COc1cc(/C=N/n2c(-c3ccccc3)n[nH]c2=S)cc(OC)c1OC	?	-5%	·	1	-4%	?	5µM*	2%	2%
5	COc1cc(OC)c(C(=O)OCN2C(=O)c3ccccc3C2=O)cc1OC	-5%	-9%	21%	3	-3%	-21%	-4%	-2%	-13%
6	CN1CCN(NS(=O)(=O)c2cccs2)CC1	21%	6%	1.4µM*	0	6%	36%	-6%	-2%	7%
7	O=C(O)c1ccc(-c2sc(Nc3ccccc3)n[n+]2-c2ccc(F)cc2)cc1	7%	-8%	40µM*	-4	i	17%	-35%	1%	0%
8	COc1ccc(Cl)cc1NC(=O)N1CC(=O)Nc2sc3c(c2C1c1ccccc1)CCCC3 (centres undefined)	1%	-8%	-36%[59 µM]	-1	i	14%	-6%	-7%	-3%
9	C=CCOc1ccc(CN(C)C(=O)CN2C(=O)c3ccccc3C2=O)cc1	-6%	11%	9%	2	-5%	-1%	-5%	-14%	1%
10	O=C(O)CSc1nnc(CNc2ccc(F)cc2)n1-c1ccccc1	18%	79µM*	-128%	-2	0%	74%[activator]	-16%	-19%	-1%
11	CC(NC(=O)C12CC3(C)CC(C)(CC(C)(C3)C1)C2)C(=O)O (centres undefined)	-3%	?	-25%	0	-8%	28%	-20%[11.4 µM]	-2%	8%
12	O=C(CN1CCN(c2cccc(C(F)(F)F)c2)CC1)NCc1ccccc1	0%	-8%	·	2	1%	21%	-15%	1%	-5%
13	Cc1cc(C)c(NC(=O)CSc2ncc(S(=O)(=O)c3ccc(C(C)(C)C)cc3)c(=O)[nH]2)c(C)c1	5%	-14%	13%[59 µM]	3	-5%	34%	-24%	4%	4%
14	NCCN1C(=O)S/C(=C\c2ccc3c(c2)OCO3)C1=O	1%	-17%	45µM*	-4	·	-8%	-6%	?	8%
15	NS(=O)(=O)c1ccc(Nc2nc(-c3cccc([N+](=O)[O-])c3)cs2)cc1	1%	-20%	40µM*	0	-6%	2%	-21%	16%	1%
16	CCSc1nc(-c2ccc(OC)cc2)ccc1C#N	7%	185%[activator]	280%[activator]	1	-3%	373%[activator]	87%[activator][57.1 µM]	20%	4%
17	CCOC(=O)C1(Cc2cccc(F)c2)CCN(Cc2c(C)nn(CC)c2C)CC1	6%	-5%	-7%	-1	i	16%	-17%	1%	-6%
18	CC1CCc2cc(F)ccc2N1S(=O)(=O)c1ccc(Cl)nc1 (centres undefined)	-1%	-6%	14%	-2	6%	88%[activator]	39%[activator]	8%	-4%
19	COc1ccc(/C=C/C(=O)NC(CCSC)C(=O)O)cc1 (centres undefined)	-10%	-7%	-9%	0	4%	8%	15%	-1%	66%[activator]
20	COc1ccc(CC(=O)N[C@@H](CCSC)c2nc3ccccc3[nH]2)cc1	2%	-28%	?	0	3%	21%	-10%	2%	-11%
21	COc1cc(/C=C(\C#N)C(=O)Nc2ccccn2)ccc1O	-3%	-13%	?	6	i	45%	-18%	30%	5%
22	COC(=O)Nc1c(C)n(C)n(-c2ccccc2)c1=O	5%	-5%	-4%	0	-11%	14%	0%	-19%	5%
23	CN(c1ccc(OCC(=O)Nc2ccc3[nH]c(=O)[nH]c3c2)cc1)S(=O)(=O)c1ccc(Cl)cc1	-6%	-5%	-38%[59 µM]	0	1%	9%	-16%	13%	-3%
24	CS(=O)(=O)c1ccc2nc(NC(=O)c3ccc(N4CCCC4=O)cc3)sc2c1	3%	-6%	8%	5	-4%	23%	10%	4%	1%
25	CCC1(O)CC(C(=O)OC)=NN1C(=O)c1ccccc1 (centres undefined)	-6%	3%	-9%	1	·	50%[activator]	-10%	-6%	·
26	CC(=O)O[C@]1(C(C)=O)CC[C@H]2[C@@H]3C=CC4=CC(=O)C=C[C@]4(C)[C@H]3CC[C@@]21C	2%	-2%	83%[activator]	8	5%	14%	-5%	1%	-6%
27	COc1ccccc1-n1nc(C(=O)NCc2ccco2)c2ccccc2c1=O	10%	-38%	-14%[12.7 µM]	-3	6%	23%	-26%	-1%	-2%
28	O=C(N1CCCC1)C12CCC3CC(CC(C3)C1)C2	5%	-5%	-12%	-4	-1%	21%	-16%	-1%	-2%
29	CC(C)c1ccc(C2NC(=O)c3n[nH]c(-c4cccs4)c32)cc1 (centres undefined)	-5%	·	1%[59 µM]	7	0%	35%	-4%	3%	-10%
30	Cc1ccnc(NC(=O)c2ccccc2NC(=O)C(C)(C)C)c1	12%	11%	21%[59 µM]	-6	5%	27%	-5%	0%	0%
31	N=C1C(c2ccccc2)=C(O)CN1c1ccccc1	0%	-5%	-6%	3	i	17%	7%	-12%	-2%
32	CCc1ccc(CNC(=O)c2ccc(CS(=O)c3ccc(Br)cc3)o2)cc1 (centres undefined)	1%	0%	-2%[59 µM]	1	·	33%	-3%	-2%	-7%
33	CCOC(=O)c1c(NC(=O)CN2C(=O)NC3(CCC(CC)CC3)C2=O)sc(C)c1-c1ccc(C)cc1 (centres undefined)	-2%	9%	8%	-3	i	17%	3%	0%	2%
34	O=C(C1CCCCC1C(=O)N1CCCCC1)N1CCCCC1 (centres undefined)	8%	·	·	7	1%	29%	6%	-8%	-3%
35	COc1ccc(OC)c(N(CC(=O)NCc2ccccc2)S(=O)(=O)c2ccccc2)c1	-8%	-15%	?	6	-5%	31%	-8%	6%	-6%
36	COc1ccc(N(CC(=O)N2CCN(c3cc(C)ccc3C)CC2)S(=O)(=O)c2c(C)noc2C)cc1	-6%&-27%	-21%	21%	5&-1	8%	30%&11%	-14%&-15%	-3%&1%	2%&-1%
37	COCC(C)n1c(C)cc(C(=O)CSc2nc3ccccc3c(=O)[nH]2)c1C (centres undefined)	-2%	11%	-2%[59 µM]	0	-1%	11%	-19%	19%	2%
38	CCCCNC(=O)NNC(=O)c1ccc(F)cc1	16%	0%	1%	3	-4%	30%	-11%	3%	-9%
39	Cc1ccc(C(=O)NCc2nnnn2-c2ccc(C)c(C)c2)cc1	3%	11%	6%[59 µM]	-1	3%	16%[57 µM]	-11%	?	-5%
40	COc1ccc(C(=O)N2CC3(C)C4CCC3(C)C2(C#N)C4)cc1OC (centres undefined)	-17%	-18%	-17%	1	-5%	37%	-3%	-5%	-6%
41	CC(NCc1ccc(S(N)(=O)=O)cc1)C(=O)Nc1ccc([N+](=O)[O-])cc1Cl (centres undefined)	0%	-8%	4%	0	11%	30%	-14%	-1%	1%
42	CCn1c(NCc2cc(Br)ccc2NS(=O)(=O)c2ccc(C)cc2)nc2ccccc21	8%	-11%	11%	-1	-1%	14%	-18%	12%	-3%
43	COc1ccc(-c2n[nH]c(=S)n2/N=C/C=C\c2ccccc2OC)cc1	?	-27%	?	-1	2%	28%	89µM*	12%	7%
44	O=C(Nc1cccnc1Cl)c1ccc(=O)oc1	-21%	56µM*	35µM*	-10	-24%	2%	?	65%[activator]	100%[activator]
45	Cn1cc(C(=O)NCc2ccc(F)cc2)cn1	0%	1%	?	0	i	-14%	-1%	-3%	4%
46	C/C(=N\NC(=O)C1(C)CC1(Br)Br)c1cccc(NC(=O)C(C)(C)C)c1 (centres undefined)	-4%	-34%	-34%[59 µM]	7	-7%	27%	-6%	9%	·
47	O=C(CSc1nc(-c2ccccc2)cn1-c1ccccc1F)Nc1ccc(F)cc1	-5%	?	?	-2	-8%	-9%	?	0%	-6%
48	COC(=O)C1=C(C)N(C)C(C)=C(C(=O)OC)C1c1ccc(F)c(Br)c1	-6%	4%	23%[12.7 µM]	-1	-1%	62%[activator]	47%[activator]	5%	-15%
49	Cc1ccc(C(=O)NNC(=O)C(NC(=O)c2cccc(C)c2)C(C)C)cc1 (centres undefined)	4%	6%	-50%[59 µM]	-5	-3%	15%	-18%	-2%	-2%
50	C[C@H](CO)N1C[C@H](C)[C@@H](CN(C)C(=O)Nc2ccc(C(F)(F)F)cc2)Oc2ccc(NS(=O)(=O)c3cn(C)cn3)cc2C1=O	7%	·	·	-6	i	35%	-15%	-2%	-1%
51	CCc1cc(C(=O)Nc2cc(S(=O)(=O)N3CCOCC3)ccc2N2CCN(CC)CC2)sc1C	3%	·	·	3	-5%	4%	-22%	-7%	1%
52	COc1ccc(C2=NN(CCC(=O)NC3CCCCCC3)C(=O)CC2)cc1	-10%	-3%	15%	6	-9%	47%[activator]	0%	-11%	-15%
53	COc1ccc(C(=O)CC(=O)C(=O)Nc2ccc(C)cc2Cl)cc1	8%	-3%	7%	5	3%	11%	-18%	6%	8%
54	Cc1cccc(C(=O)Nc2ccccc2C(=O)NCc2ccco2)c1	1%	-25%	14%	4	3%	-11%	-26%	6%	-6%
55	CCOC(=O)c1ccc(NC(=O)CSC(=S)N2CCOCC2)cc1	-3%	-8%	6%	-1	-6%	34%	-8%	?	11%
